# KB-V1 cytotox = KB-V1 MDR subline cytotoxicity; KB-V1 MDR cells viability, CellTiter-Glo, 72 h; Potency, µM (top dose mostly 46.1 µM), for the others: top-dose activity change, negative = cytotoxicity, most hits filed as cytotoxic; 3.4% of 400,000 active; AID 1347076; note: potency is the fitted concentration of half-maximal effect; % is set by controls: 0 for no effect and ±100 for the full control effect; nearly all actives have a fitted effect of over 60% in size
#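 Following 72 h at 37 degrees C with compound, KB-V1 cell viability was read by CellTiter-Glo luminescence, medium being phenol-red-free DMEM plus 10% FBS; concentration-response parameters came from normalized, curve-fitted qHTS data.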
# PTHR1 ag = agonists of human PTHR1 parathyroid hormone receptor. Q03431. HEK293 GP2 PTHR1 cells, GloSensor cAMP luminescence, 1 h. Potency, µM (series often up to 115 µM), inactives show at the highest dose activation, usual class: activators. 0.075% of 410,000 active; note: potency is the fitted concentration of half-maximal effect; nearly all actives have a fitted effect of over 55% in size; some results filed as inactive show a strong effect at the top dose; inactives centre near -15; many of its hits are not listed in these tables
# Target sequence (Q03431 whole entry, looked up): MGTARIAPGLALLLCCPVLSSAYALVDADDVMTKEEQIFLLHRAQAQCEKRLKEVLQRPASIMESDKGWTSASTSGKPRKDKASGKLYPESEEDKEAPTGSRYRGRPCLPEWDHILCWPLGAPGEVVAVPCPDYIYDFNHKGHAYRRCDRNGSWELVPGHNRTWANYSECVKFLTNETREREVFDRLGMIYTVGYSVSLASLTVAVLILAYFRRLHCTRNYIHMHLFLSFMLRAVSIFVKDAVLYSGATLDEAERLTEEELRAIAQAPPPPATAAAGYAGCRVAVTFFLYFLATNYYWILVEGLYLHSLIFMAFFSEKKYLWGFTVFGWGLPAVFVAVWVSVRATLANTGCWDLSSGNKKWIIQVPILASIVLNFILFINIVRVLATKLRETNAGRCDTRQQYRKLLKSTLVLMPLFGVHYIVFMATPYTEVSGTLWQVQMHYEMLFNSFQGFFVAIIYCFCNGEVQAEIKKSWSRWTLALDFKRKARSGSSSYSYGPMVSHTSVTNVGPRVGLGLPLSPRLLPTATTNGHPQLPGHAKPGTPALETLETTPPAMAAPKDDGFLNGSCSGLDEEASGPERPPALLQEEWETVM
#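 HEK-293-derived GP2 cells expressing PTHR1 and a GloSensor cAMP reporter, 3,000/well, plated overnight, given luciferin plus IBMX (each 0.5 mM as added) for 1 h at 37 °C, then compound for 1 h at 37 °C. Luminescence was read after 15 min at room temperature.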
# D3 ag = agonists of human D3 dopamine receptor | P35462 | AID 652048 | D3R DiscoveRx beta-arrestin cells, luminescence, 90 min | max activation, % | 0.58% of 410,000 active; in the data active = max activation above about 30%; note: 0% is about no effect; mostly tested at two doses, the higher about 12 µM
#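 Agonist mode: compounds and dopamine controls were applied to plated cells for 90 min at 37 degrees C after an overnight attachment at 1500 cells/well. Luminescent read-out followed 30 - 60 minutes at room temperature with DiscoveRx detection reagent.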
# TDP-43 yeast inh = TDP-43 toxicity inhibition in yeast | TDP-43 expressing yeast growth rescue, BacTiter-Glo, 24 h | Potency, µM (top dose mostly 46.1 µM), for the others: at the highest dose growth rescue (activation), actives largely listed as activators | 1.8% of 410,000 active | AID 652104; note: potency is the fitted concentration of half-maximal effect; % of control where 0% means no effect; nearly all actives have a fitted effect of over 50% in size
#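 In this qHTS, compounds that restore growth of yeast expressing TDP-43 appear as activators. Cells (OD600=0.02, galactose medium, raffinose-pregrown) are incubated with compound 24 hr at 30 deg C and growth is quantified by BacTiter-Glo.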
# DRD3 antagonist = D3 dopamine receptor (human) antagonism. D3R cells, DiscoveRx beta-arrestin luminescence, antagonist mode; stronger effect = lower value. max response, negative = inhibition, %. 2.5% of 360,000 active. AID 652054; in the data active = max response below about -50%; inconclusive = no clear call, values can overlap the other calls; note: % is set by controls: 0 for no effect and ±100 for the full control effect; mostly tested at two doses, the higher about 12 µM
#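 Cells expressing the human receptor were seeded at 1500 cells/well, incubated overnight at 37 degrees C in 5% CO2, then exposed to library compounds with dopamine controls for 90 minutes at 37 degrees C before luminescent detection.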
# GLP1R cytotox = cytotoxicity counter-screen for GLP-1 receptor inverse agonists. HEK293 cAMP-luciferase reporter cells, luminescence, 24 h. 0.13% of 410,000 active. Potency, µM (top dose mostly 38.3 µM), without a hit: at the highest dose activity change, negative = inhibition, usual class: inhibitors. AID 624418;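 note: loss of luciferase light is scored as toxicity; potency is the fitted concentration of half-maximal effect; % is set by controls: 0 for no effect and ±100 for the full control effect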
#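 Step one: seed cells (200 cells/uL, DMEM with 10% Nu serum, 1% pen-strep). Step two: 12-hour incubation at 37 deg C. Step three: pin 23 nL compound, incubate 24 hr. Step four: add luciferase reagent, read luminescence 12 min later.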
# GLP-1R agonist = activates the human GLP-1 receptor; P43220; HEK293 GLP-1R CRE-luciferase, luminescence, 4-6 h; cells express a hypersensitive GLP-1R form; Potency, µM (doses to about 45.6 µM), for the others: top-dose activation, hits mostly activators; 0.007% of 380,000 active; note: potency is the fitted concentration of half-maximal effect; % of control where 0% means no effect
# Target sequence (P43220 whole entry, looked up): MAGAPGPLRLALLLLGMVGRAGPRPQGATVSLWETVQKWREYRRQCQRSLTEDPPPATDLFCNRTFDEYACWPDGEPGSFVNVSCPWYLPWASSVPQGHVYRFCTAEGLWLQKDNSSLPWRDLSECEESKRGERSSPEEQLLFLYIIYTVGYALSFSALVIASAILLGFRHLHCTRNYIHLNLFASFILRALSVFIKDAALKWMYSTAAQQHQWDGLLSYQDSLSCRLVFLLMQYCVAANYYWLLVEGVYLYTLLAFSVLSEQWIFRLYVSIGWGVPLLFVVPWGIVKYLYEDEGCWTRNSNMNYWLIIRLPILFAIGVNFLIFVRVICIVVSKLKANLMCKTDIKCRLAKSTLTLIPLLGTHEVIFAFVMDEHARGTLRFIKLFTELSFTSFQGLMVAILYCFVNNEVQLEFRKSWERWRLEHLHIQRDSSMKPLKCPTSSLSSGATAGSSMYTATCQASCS
# aSyn rescue = alpha-synuclein toxicity inhibition in yeast | Potency, µM (top dose mostly 46.1 µM), for inactives: top-dose growth rescue (activation), usual class: activators | 0.14% of 370,000 active | Yeast expressing alpha-synuclein, growth rescue, BacTiter-Glo, 24 h | AID 652106; note: potency is the fitted concentration of half-maximal effect; % of control where 0% means no effect; nearly all actives have a fitted effect of over 65% in size
#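 Screening used galactose-induced yeast with toxic alpha-synuclein levels, exposed to compound for 24 hr at 30 deg C. Cell growth, read with BacTiter-Glo luminescence, gave the measured signal.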
# GLP1R inv ag = GLP-1 receptor (human) inverse agonism; HEK293 GLP-1R CRE-luciferase, luminescence, 24 h; GLP-1R form is constitutively active; Potency, µM (top dose mostly 38.3 µM), for inactives: top-dose activity change, negative = inhibition, usual class: inhibitors; 1.6% of 410,000 active; note: potency is the fitted concentration of half-maximal effect; % is set by controls: 0 for no effect and ±100 for the full control effect; nearly all actives have a fitted effect of over 55% in size
#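 Seeding at 200 cells/uL, 12 h culture, 24 hr compound treatment, then luciferase reagent and a luminescence read; cells are HEK293 stably expressing a constitutively active GLP-1R plus cAMP-responsive luciferase.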
# Numbers without * were called inactive; i = inactive; ? = inconclusive; nt = no result given; [ ] = dose if it differs, or a comment. Unless noted, calls come from the whole dose curve; as a rule, active = well fitted curve in the direction sought with a large enough effect; inconclusive = small, poorly fitted or top-dose-only effect, or another doubt; inactive = no such curve, though single readings can be large; an effect the other way counts as inactive or inconclusive.
canonical_smiles	DRD3 antagonist	GLP1R inv ag	D3 ag	GLP-1R agonist	KB-V1 cytotox	GLP1R cytotox	PTHR1 ag	aSyn rescue	TDP-43 yeast inh
CCN(CC)S(=O)(=O)c1ccc(C(=O)NCC(c2cccs2)N2CCOCC2)cc1 (stereo not given)	-30	-2%	-11	15%	?	8%	-13%	-2%	-13%
Cc1ccccc1-c1nc(CS(=O)(=O)CC(=O)NC2CCCCC2C)c(C)o1 (stereo not given)	-6	?	-5	-4%	-14%	-3%	-78%[inhibitor]	0%	17%
CCS(=O)(=O)N1CCN(S(=O)(=O)c2ccc(S(=O)(=O)NC3CC3)cc2)CC1	2	18%	3	0%	?	-11%	i	2%	-9%
CNC(=O)c1ccc2nc(NC(C)=O)sc2c1	-8	56%[activator]	3	-1%	-20%	-1%	-2%[57.5 µM]	-2%	-18%
CC1=CC(c2ccccc2)n2nc(N3C(=O)CCC3=O)nc2N1 (stereo not given)	0	8%	3	-8%	32%	11%	i	6%	-1%
Cc1c(Br)cnn1C(C)C(=O)N1CCN(c2ccc(F)cc2)CC1 (stereo not given)	17	-27%	2	1%	?	-2%	-20%	11%	19%
O=C(N/N=C/c1ccc(OC(=O)c2ccccc2)cc1)c1cccnc1	-12	17%	-5	11%	4%	-1%	i	8%	23%
CCOC(=O)C(C)Sc1nnc(-c2ccccc2O)n1Cc1ccccc1 (stereo not given)	19	?	7	-5%	-24%	-26%	-21%	14%	7%
CCN(CC)CCN(C(=O)c1cc2c(ccc3ccccc32)oc1=O)c1nc2cc3c(cc2s1)OCCO3	-24	?	-10	-2%	0%	?	-3%	-2%	-34%[inhibitor]
CC(=O)Nc1ccc(NC(=O)c2nc(S(=O)(=O)Cc3cccc(C)c3)ncc2Cl)cc1	-75*	?	-28	-4%	?	?	-20%	-3%	7%
CCOC(=O)c1cccc(NC(=O)CCc2nc(-c3ccc(C)cc3)no2)c1	24	-18%	-1	-4%	-24%	-21%	-74%[inhibitor][57.5 µM]	-4%	0%
Cn1nnnc1SCC(=O)NCc1ccco1	19	0%	-1	-2%	-8%	-11%	12%[57.5 µM]	-1%	6%
CCN(CC)C(=O)Cc1c(O)c2ccccc2[nH]c1=O	1	36%[activator]	-12	0%	7%	-10%	-13%	-9%	-7%
Cc1cccc(-n2c(O)c(C=Nc3ccc(O)cc3)c3ccccc3c2=O)n1	-4	12%	6	-7%	?	1%	-30%	-2%	11%
Cc1ccc(S(=O)(=O)N2CCC(C(=O)NCCCN3CCCC3=O)CC2)cc1	-7	-6%	0	-21%	13%	20%	i	2%	-11%
CCCCNC(=O)CSc1nc2ccc(NC(=O)CSc3nnc(COc4ccccc4C)n3C)cc2s1	-7	0%	-5	-1%	-29%	7%	i	0%	11%
COc1ccc(NC(=O)c2oc3ccccc3c2NC(=O)C2CCCCC2)c(OC)c1	nt	-24%	-3	0%	0%	-24%	-12%	nt	5%
Cc1oc2ccc(O)c(CN3CCCCCC3)c2c1C(=O)Nc1cccc(C(F)(F)F)c1	nt	?	-23	nt	nt	2%	-11%	nt	7%
COC(=O)c1ccc(C2C(C(=O)c3ccco3)=C(O)C(=O)N2CC2CCCO2)cc1 (stereo not given)	13	0%	3	1%	0%	-15%	-15%	0%	17%
Cc1ccnc2nc(C(=O)Nc3nnc(-c4ccc(Cl)cc4)o3)nn12	5	-6%[0.307 µM]	-7	-16%	4%	6%[0.307 µM]	-13%	-2%	15%
COc1ccc(S(=O)(=O)N(C)C)cc1NC(=O)COC(=O)C1CC1	2	5%	-21	0%	-24%	2%	-44%[inhibitor]	-6%	16%
CCOCCOC(=O)c1ccc(NC(=O)C2COc3ccccc3O2)cc1 (stereo not given)	11	-12%	10	4%	-7%	-8%	-26%	9%	?
C/C(=C\C(=O)O)C(=O)Nc1nccs1	-1	0%	3	-12%	?	3%	i	-5%	8%
C/C(=N/OCc1ccc(Br)cc1)c1ccccn1	-2	?	7	17%	20%	-2%	-32%	10%	9%
CC(C)(C)C1CCC(C(=O)Nc2ccccc2)CC1 (stereo not given)	-17	?	0	6%	-13%	4%	29%[57.5 µM]	4%	?
O=c1c2c(nc3nc[nH]n13)CCC2	-18	0%	5	-2%	-7%	-5%	i	0%	2%
O=c1[nH]c2cc3c(cc2cc1C(c1nnnn1C1CCCC1)N1CCSCC1)OCCO3 (stereo not given)	?	20%	-4	0%	10µM*	7%	i	1%	8%
O=C(O)C1C2C=CC(O2)C1C(=O)NC1CCCc2ccccc21 (stereo not given)	-3	10%	-4	-10%	-4%	-2%	-5%[57.5 µM]	-11%	-6%
N=C1C(c2ccccc2)=C(O)CN1NC(=O)c1ccc(Cl)cc1	0	-8%	-5	1%	8%	-5%	i	5%	-2%
CSc1nc(SC(C)C(=O)O)c2c3c(sc2n1)COC(C)(C)C3 (stereo not given)	6	38%[activator]	5	2%	3%	10%	9%	-6%	-20%
COc1ccc(-c2cc3ccc(OC(C)C(=O)O)cc3oc2=O)cc1 (stereo not given)	4	18%	2	0%	1%	32%[activator]	-1%	2%	0%
O=C(CSc1ncn(-c2ccccc2)n1)Nc1nncs1	1	4%	-1	12%	0%	-1%	i	-2%	1%
O=S(=O)(Nc1nc(-c2ccccc2)cs1)c1cc(Cl)ccc1Cl	15	?	-2	-4%	0%	-5%	-16%	-68%[inhibitor]	16%
Cc1ccc(C)c(NC(=S)N/N=C2/CCCCc3ccccc32)c1	-23	?	-24	4%	?	14%	-2%	-1%	0%
COCCCNC(=O)CCc1nnc(Cc2ccc(-c3ccccc3)cc2)o1	14	24%	3	16%	?	-8%	0%	11%	-3%[1.82 µM]
N#CCN1CCC/C1=C\[N+](=O)[O-]	-24	10%	-15	-8%	0%	3%	15%[57.5 µM]	1%	-11%
Cn1c(=O)c2c(nc(N/N=C/c3ccco3)n2C)n(C)c1=O	12	22%	3	2%	-6%	0%	i	1%	13%
Cc1ccc(NC(=O)NC(=O)CN2CCN(c3ccc(O)cc3)CC2)c(C)c1	4	?	15	6%	-1%	-18%	-18%	6%	-6%
CN(C)c1nc(-c2ccccc2)ns1	12	32%[activator]	13	5%	?	-1%	-9%	0%	19%
O=C1NC[C@H](CCCCN2CCN(CCc3ccccc3)C(=O)C2=O)N(CCc2ccccc2)C1=O	22	4%	3	-4%	0%	-3%	-14%	-9%	20%
CCOC(=O)c1c(NC(=O)COc2ccccc2C#N)sc2c1CC(C)(C)NC2(C)C	76	?	21	2%	?	-7%	-18%	-10%	-6%
Cc1ccc(S(=O)(=O)n2cnc3ccccc32)cc1[N+](=O)[O-]	2	9%	2	-9%	5%	6%	i	2%	12%
O=C(NCc1ccccn1)c1ccc(Cl)c(S(=O)(=O)N2CCCCCC2)c1	?	-1%	-7	7%	?	-1%	-6%	1%	0%
COC(=O)c1ccc(C(=O)OC)c(NC(=S)N2CCN(C)CC2)c1	39	-3%	4	7%	-17%	2%	i	-9%	nt
CCN(CC(=O)NCc1ccc(Cl)cc1)S(=O)(=O)c1ccc(F)cc1	6	?	2	8%	?	31%[activator]	-15%	3%	20%
O=S(=O)(c1ccc(-c2csc(-c3cccnc3)n2)cc1)N1CCOCC1	14	73%[activator]	1	19%	?	-1%	-10%	2%	?
OC(CN1CCC(Cc2ccccc2)CC1)C(F)(F)F (stereo not given)	-2	-5%	-9	-4%	0%	0%	i	3%	7%
CCC(C)(C)C1CCC2(CC1)NC(=O)N(CC(=O)N1CCN(C(=O)c3ccco3)CC1)C2=O (stereo not given)	1	-6%	6	1%	17%	-8%	-10%	10%	1%
O=C(NCc1ccccn1)c1cccc([N+](=O)[O-])c1	-16	9%	5	-8%	-15%	-16%	-12%[57.5 µM]	0%	-27%
C[C@H]1CN([C@@H](C)CO)C(=O)CCCn2nncc2CO[C@H]1CN(C)C(=O)Nc1cccc2ccccc12	14	17%	3	-3%	1%	2%	1%	-2%	13%
O=C(NC1CCCCC1)C(c1cccs1)N(CC1CCCO1)C(=O)c1csnn1 (stereo not given)	-14	2%	-6	-1%	?	2%	i	-3%	-1%
Cc1ccccc1C(=O)Oc1ccc2ccc(O)cc2c1	17	?	6	-4%	26%	-2%	-43%[inhibitor]	-9%	18µM*
O=C(NCCc1csc(-c2cccnc2)n1)c1c(F)cccc1F	21	36%[activator]	4	5%	14%	-9%	i	-1%	1%
COc1cc(C(=O)Nc2ccccc2N2CCOCC2)ccc1OCc1c(C)noc1C	-10	18%	7	1%	4.6µM*	8%	0%	3%	26%
O=C(CC1SC2=NCCN2C1=O)Nc1ccc(Br)cc1 (stereo not given)	10	0%	5	-9%	9%	0%	i	1%	-15%
NC(=O)CSc1nc2ccccc2n1-c1ccccc1	-28	9%	-4	5%	-18%	1%	i	-5%	-15%
CC(=O)c1cccc(NC(=O)CN2C(=O)c3ccccc3Sc3ncccc32)c1	nt	-8%	8	1%	-2%	-11%	-14%	nt	-8%

# Fetched by structure from the list above, 2 records:
canonical_smiles	DRD3 antagonist	GLP1R inv ag	D3 ag	GLP-1R agonist	KB-V1 cytotox	GLP1R cytotox	PTHR1 ag	aSyn rescue	TDP-43 yeast inh
NC(=O)CSc1nc2ccccc2n1-c1ccccc1	-28	9%	-4	5%	-18%	1%	i	-5%	-15%
COc1cc(C(=O)Nc2ccccc2N2CCOCC2)ccc1OCc1c(C)noc1C	-10	18%	7	1%	4.6µM*	8%	0%	3%	26%

# Compound activity: PubChem, National Center for Advancing Translational Sciences (NCATS)

# Only part of the results is shown, so the mix of outcomes need not match the whole.
